# High-throughput results: PubChem, National Center for Advancing Translational Sciences (NCATS)
# Shiga inhibitor – Shiga toxin inhibition; Vero cells, Shiga toxin protein synthesis inhibition reporter; inhibition, % at 38.7 µM; actives 9.2% (n = 290,000); in the data active = inhibition mostly above about 28%, no sharp cut-off; inactive = mostly below about 43%; also: 0% is about no effect
# AmpC no deterg – AmpC beta-lactamase inhibition without detergent. P00811. AmpC nitrocefin hydrolysis, absorbance 480 nm, 0.0001% Triton. Potency, µM (series often up to 57.1 µM), for the others: at the top dose activity change, negative = inhibition, most hits filed as inhibitors. actives 0.52% (n = 330,000). AID 485341;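 also: potency is read from the fitted curve at half-maximal effect; plate controls were no compound for no effect and no enzyme for full effect; nearly all actives have a fitted effect of over 20% in size; some results filed as inactive show a strong effect at the top dose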
# Target sequence (P00811 whole entry, looked up): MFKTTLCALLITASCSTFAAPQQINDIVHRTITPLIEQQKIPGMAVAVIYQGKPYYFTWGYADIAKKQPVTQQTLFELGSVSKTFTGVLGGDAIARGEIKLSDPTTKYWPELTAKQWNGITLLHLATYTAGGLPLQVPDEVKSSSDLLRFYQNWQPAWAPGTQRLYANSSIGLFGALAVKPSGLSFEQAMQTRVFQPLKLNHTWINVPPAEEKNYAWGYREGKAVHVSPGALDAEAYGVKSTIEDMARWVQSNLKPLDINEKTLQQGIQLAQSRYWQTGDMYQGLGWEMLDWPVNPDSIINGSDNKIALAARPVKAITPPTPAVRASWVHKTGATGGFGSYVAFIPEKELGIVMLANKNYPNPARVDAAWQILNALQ
#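 20 mM phosphate pH 7.0 + 0.01% (detergent screen) or 0.0001% Triton X-100; 5.3 nM AmpC reagent; cpd preinc 15 min RT; nitrocefin (800 uM stock) to start; A480 q20 s × 4 min; Activity was normalised to no-enzyme and no-compound control wells.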
# HCMV antiviral – inhibitors of human cytomegalovirus | HFF cells, HCMV-luciferase reporter, 72 h; hits give low values | AID 1259415 | actives 4.5% (n = 410,000) | activity change, negative = inhibition, % at 57.5 µM; in the data active = activity change below about -60%; inconclusive = no clear call, values can overlap the other calls; inactive = above about -39%; also: % is scaled to controls: 0 for no effect and ±100 for the full control effect
#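 Luciferase read-out from HCMV-luciferase-infected HFFs (MOI 1 PFU/cell) 72 h post infection at 37C; compounds added after 16 h cell attachment; activity normalized between buffer-only basal and Salinomycin (10uM) inhibitor controls.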
# AMA1 RON2 block – disrupts binding of P. falciparum AMA1 to RON2. AlphaScreen AMA1-biotinylated RON2 peptide binding. Potency, µM (top dose mostly 58.2 µM), inactives show top-dose activity change, negative = inhibition, hits mostly inhibitors. actives 0.2% (n = 360,000);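 also: potency is read from the fitted curve at half-maximal effect; 0% = vehicle wells and -100% = peptide control; nearly all actives have a fitted effect of over 45% in size; some results filed as inactive show a strong effect at the top dose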
#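 AMA1 (3D7) with his tag at 25 nM final met compounds first, then biotinylated RON2 peptide at 25 nM; detection used donor plus acceptor beads, 10 µg/mL apiece, read by AlphaScreen after 30 min at room temperature.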
# FBPA Giardia inh – blocks Giardia fructose-bisphosphate aldolase activity; actives 0.71% (n = 290,000); AID 2451; Potency, µM (top dose mostly 59.6 µM), for the others: at the top dose activity, negative = inhibition, most hits filed as inhibitors; A8B2U2; purified Giardia FBPA; also: potency is read from the fitted curve at half-maximal effect; % is scaled to controls: 0 for no effect and ±100 for the full control effect; nearly all actives have a fitted effect of over 55% in size
# Target sequence (A8B2U2 whole entry, looked up): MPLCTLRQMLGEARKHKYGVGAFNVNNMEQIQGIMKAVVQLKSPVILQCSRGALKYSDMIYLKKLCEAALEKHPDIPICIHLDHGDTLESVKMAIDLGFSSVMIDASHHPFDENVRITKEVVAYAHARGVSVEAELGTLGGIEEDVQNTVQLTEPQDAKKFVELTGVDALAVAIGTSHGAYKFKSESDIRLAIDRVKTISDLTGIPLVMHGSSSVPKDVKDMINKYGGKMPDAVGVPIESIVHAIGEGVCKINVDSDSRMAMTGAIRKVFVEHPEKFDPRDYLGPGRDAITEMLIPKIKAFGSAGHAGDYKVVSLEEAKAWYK
#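 Giardia FBPA (40 nM reagent) was preincubated 10 min at RT with compound (up to 57.5 uM final), then substrate plus GAPDH/TPI/NAD/arsenate coupling system with diaphorase/resazurin was added; resorufin fluorescence (525/598 nm) was read after 20 min.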
# AmpC detergent – blocks E. coli AmpC beta-lactamase in detergent assay; P00811; AmpC hydrolysis of nitrocefin, absorbance 480 nm, 0.01% Triton; Potency, µM (top dose mostly 114 µM), inactives show at the top dose activity change, negative = inhibition, usual class: inhibitors; actives 0.041% (n = 370,000); AID 485294;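 also: potency is read from the fitted curve at half-maximal effect; 0% = no-compound wells and -100% = no-enzyme wells; nearly all actives have a fitted effect of over 25% in size; some results filed as inactive show a strong effect at the top dose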
#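 AmpC (5.3 nM in the dispensed reagent) in 20 mM phosphate pH 7.0 with 0.01% (detergent screen) or 0.0001% Triton X-100 was preincubated with compounds for 15 min at room temperature. Nitrocefin was then added from an 800 uM solution, and hydrolysis was followed at 480 nm.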
# Cycloheximide cs – counter-screen hit for Shiga toxin inhibitors, cycloheximide; cell reporter, cycloheximide protein synthesis inhibition counterscreen; max response, %; actives 12% (n = 300,000); AID 2314; in the data active = max response mostly above about 13%, no sharp cut-off; inactive = mostly below about 14%; also: read at 38.3 µM for the half of the compounds with a filed dose; 0% is about no effect
# * hit, by the source's call; ? = inconclusive; / = not tested or not shown; & = joins results of further samples; [ ] = remark or other dose. Unless noted, calls follow the shape of the dose curve; as a rule, active = well fitted curve in the direction sought with a large enough effect; inconclusive = small, poorly fitted or top-dose-only effect, or another doubt; inactive = no such curve, though single readings can be large; an effect the other way counts as inactive or inconclusive.
entry	mol	Shiga inhibitor	AmpC no deterg	HCMV antiviral	AMA1 RON2 block	FBPA Giardia inh	AmpC detergent	Cycloheximide cs
1	O=C(Nc1ccccc1C(=O)N1CCOCC1)c1noc2c1CCCC2	12	-19%	36	6%	0%	?	-1
2	CC(C)CNC(=O)CC(=O)N/N=C/c1ccc(Br)cc1	-9	67%[activator]	27	3%	-6%	-14%	3
3	O=C1CC(NNC(=O)c2ccc(Br)cc2)C(=O)N1 (stereo unspecified)	-9	-23%	36	20%	7%	1%	-2
4	CN(C)C1C(=O)C(C(N)=O)=C(O)C2(O)C(=O)C3=C(O)c4c(O)cccc4C(C)(O)C3CC12 (stereo unspecified)	-7	-45%	/	-26%	?	?	-3
5	CCOc1ccccc1NC(=O)CCNS(=O)(=O)c1cccc2nonc12	-12	-4%	23&-5	1%	8%	-20%&-6%	-3
6	Cc1ccc2c(c1)C(N1CCCC1=O)CC(c1ccco1)N2 (stereo unspecified)	92*	-14%	64	-7%	?	?	53*
7	CCOC(=O)C1(CCc2ccccc2)CCN(C(=O)c2cnc(C)cn2)CC1	83*	164%[activator]	1	18%	5%	0%	29*
8	COc1cc(C(C(=O)NCc2ccccc2)N(C(=O)c2snc(C(N)=O)c2N)C2CCCC2)cc(OC)c1OC (stereo unspecified)	-3	54%	-36	-3%	-26%	-5%	-6
9	COc1ccc(C(CCN2CCOCC2)c2c(OC)cc(OC)c3c(C)cc(=O)oc23)cc1 (stereo unspecified)	-10	213%[activator]	7	-5%	4%	-6%	-6
10	COc1ccc(N2C(=O)C(CC(N)=O)N(NC(=O)c3cccc(OC)c3)C2=S)cc1 (stereo unspecified)	-3	-10%	-38	53%[activator]	-2%	5%	8
11	C=C1c2cccc(C(F)(F)F)c2O[C@H](C(=O)OCC)[C@H]1OC	/	0%	-20	4%	/	/	/
12	CCC1=NN(C(=O)CCc2ccc3c(c2)OCO3)C(O)(C(F)(F)F)C1 (stereo unspecified)	5	-22%	-31	13%	2%	2%	-1
13	O=C(/C=C/c1ccccc1)NC(NC(=S)Nc1ccc(Cl)cc1)C(Cl)(Cl)Cl (stereo unspecified)	-4	-53%	?	7%	-1%	3%	6
14	CN(CC(=O)Nc1cccc2c1CCCC2)S(=O)(=O)c1ccccc1	24	3%	11	11%	-2%	-7%	-3
15	Nn1c(SCC(=O)Nc2ccc3c(c2)OCO3)nnc1-c1ccncc1	13	/	38	10%	-3%	-6%	-3
16	Cc1cc(C)cc(NC(=O)Nc2cccnc2)c1	20	-30%	109	-4%	3%	-7%	15
17	O=C1CCCc2ccccc2N1Cc1cccc(Cl)c1	19	1%	3	12%	4%	0%	1
18	CC(=O)Nc1sc2c(c1C#N)CCC(C)C2 (stereo unspecified)	38*	-9%	22	1%	6%	-13%	17
19	C[C@@]12C(=O)N(CC3CCCO3)CC(=O)N1[C@H]1c3ccccc3OC[C@@H]1[C@@H]2c1ccccc1 (stereo partly specified)	/	59%	-17	-4%	/	-6%	/
20	CCOC(=O)c1cnn(CC2CCCCC2)c1N	74	-13%	7	3%	0%	0%	21
21	S=C(NCCN1CCOCC1)Nc1ccc(Cl)c(Cl)c1	20	-3%	?	21%	2%	4%	12
22	O=C(NC1CCCCC1)N1CCCC(c2nc(-c3ccc(S(=O)(=O)N4CCCC4)cc3)no2)C1 (stereo unspecified)	-7	22%	?	-10%	-1%	-18%	-3
23	O=S(=O)(Nc1ccc2c(c1)CCC2)c1cccs1	9	-25%	-7	0%	-9%	-13%	5
24	O=C(CSc1ccc(-c2ccccn2)nn1)NC1CCCCC1	25	-6%	23	-7%	?	-5%	14
25	CC(C)OCCCn1c(=S)[nH]c2cc3c(cc2c1=O)OCO3	-20	-6%	-21	92%[activator]	-5%	-1%	1
26	NNC(=O)C1CCCN1S(=O)(=O)c1ccc(Cl)cc1 (stereo unspecified)	-9	-9%	-19	16%	0%	-3%	-4
27	COn1c(-c2ccccc2)c(C=O)c2ccccc21	-3	-22%	0	14%	-2%	-7%	9
28	Cc1ccc(CNC(=O)c2ccc([N+](=O)[O-])o2)cc1	15	-19%	-38	0%	-16%	-13%	-2
29	COCCn1c(Cc2ccccc2)nnc1SCC(=O)Nc1oc(C)c2c(C)n[nH]c(=O)c12	/	-15%	-17	0%	/	?	/
30	CCOc1ccccc1NC(=O)c1cc(S(=O)(=O)NCc2ccco2)ccc1F	35*	-44%	0	0%	/	0%	42*
31	CC(C)(C)OC(=O)C[C@H]1C/C=C\C[C@@H](CC(=O)NCCO)C(=O)N2CCC[C@H]2COC1=O	/	5%	1	4%	/	/	/
32	O=C(CC12CC3CC(CC(C3)C1)C2)N/N=C/c1ccncc1	-8	-11%	-34	24%	2%	-11%	-3
33	Cc1ccc(NC(=O)c2c(C)noc2C)cc1	-21	-9%	54	14%	3%	5%	-2
34	Cc1ccc(S(=O)(=O)CNC(=O)c2ccccc2)cc1	-18	1%	-4	0%	0%	7%	5
35	CCCCn1c(SCC(=O)c2ccc3c(c2)OCCO3)nnc1-c1ccco1	15	102%[activator]	-1	-25%	-7%	1%	-2
36	COC(=O)c1ccc(N2CCN(CC(=O)c3ccc(-c4ccccc4)cc3)CC2)c([N+](=O)[O-])c1	60*	78%[activator]	15	-1%	0%	-10%	85*
37	Cc1ccc(C(=O)N2CCN(c3ccc(F)cc3)CC2)cc1S(=O)(=O)N1CCCCC1	-4	106%	-84*	-11%	/	7%	1
38	CC(C)CSC1=NSC2=NC(=O)/C(=C\c3coc4ccccc4c3=O)C(=N)N12	71*	?	-2	20%	-4%	1%	27*
39	CCCCN(CC)S(=O)(=O)c1ccc(C(=O)Nc2nnc(CSC)o2)cc1	-5	-30%	-1	9%	?	-2%	-2
40	CCOC(=O)c1ccc(NC(=S)NCCCn2ccnc2)cc1	-3	-22%	-35	-26%	6%	-3%	12

# Copied from above, entries 30–31
entry	mol	Shiga inhibitor	AmpC no deterg	HCMV antiviral	AMA1 RON2 block	FBPA Giardia inh	AmpC detergent	Cycloheximide cs
30	CCOc1ccccc1NC(=O)c1cc(S(=O)(=O)NCc2ccco2)ccc1F	35*	-44%	0	0%	/	0%	42*
31	CC(C)(C)OC(=O)C[C@H]1C/C=C\C[C@@H](CC(=O)NCCO)C(=O)N2CCC[C@H]2COC1=O	/	5%	1	4%	/	/	/

# Among those listed so far, these have an aryl thioether with sulfur outside any ring:
entry	mol	Shiga inhibitor	AmpC no deterg	HCMV antiviral	AMA1 RON2 block	FBPA Giardia inh	AmpC detergent	Cycloheximide cs
15	Nn1c(SCC(=O)Nc2ccc3c(c2)OCO3)nnc1-c1ccncc1	13	/	38	10%	-3%	-6%	-3
24	O=C(CSc1ccc(-c2ccccn2)nn1)NC1CCCCC1	25	-6%	23	-7%	?	-5%	14
29	COCCn1c(Cc2ccccc2)nnc1SCC(=O)Nc1oc(C)c2c(C)n[nH]c(=O)c12	/	-15%	-17	0%	/	?	/
35	CCCCn1c(SCC(=O)c2ccc3c(c2)OCCO3)nnc1-c1ccco1	15	102%[activator]	-1	-25%	-7%	1%	-2

# Next section:
entry	mol	Shiga inhibitor	AmpC no deterg	HCMV antiviral	AMA1 RON2 block	FBPA Giardia inh	AmpC detergent	Cycloheximide cs
41	O=C(O)c1ccc2c(c1)C(=O)N(c1ccccc1-c1ccccc1)C2=O	10	-11%	-16	?	2%	-3%	-2
42	CC(=O)n1cc([C@H]2C=C(C(=O)O)O[C@@H](OCCCCO)C2)c2ccccc21	-42	-10%	13	67%[activator]	0%	7%	8
43	CC(C)=CC(=O)Nc1ccc(S(=O)(=O)Nc2onc(C)c2C)cc1	-2	-47%	2	3%	7%	-3%	-3
44	O=c1[nH][nH]cc1C=Nc1ccc(Cl)cc1Cl	-34	-2%	3	-2%	-21%	?	-1
45	Cc1cc(C)c2c(c1)SC1=NC(c3ccccc3)(C(F)(F)F)NC(=O)N12 (stereo unspecified)	36	-20%	109	9%	3%	-1%	24*
46	COc1ccccc1N(C(=O)CNC(=O)c1ccco1)C(C(=O)NCC1CCCO1)c1ccccc1 (stereo unspecified)	-3	19%	-32	23%	/	-4%	-4
47	Cc1ccc(N2CC(=O)N(NC(=O)Nc3ccc(Cl)c(Cl)c3)CC2=O)cc1	-2	-13%	28	-13%	1%	-2%	-2
48	O=C(NC(NNc1ccc([N+](=O)[O-])cc1)(C(F)(F)F)C(F)(F)F)c1ccc(F)cc1	5	-12%	15	-11%	-10%	-12%	0
49	COc1ccc(N2CCN(C(=O)[C@H](C)N3C(=O)C4CC=CCC4C3=O)CC2)cc1 (stereo partly specified)	/	4%	-29	-6%	/	/	/
50	CNC(=O)C(=O)Nc1c(O)c2ccccc2[nH]c1=O	9	-1%	-4	-2%	-13%	-8%	5
51	O=C(NCC(c1cccs1)N1CCOCC1)c1cc(=O)[nH]c2ccccc12 (stereo unspecified)	/	-2%	9	0%	/	?	/
52	CCOC(=O)CSc1ccc2nnc(-c3cccs3)n2n1	-6	-18%	0	2%	-15%	-8%	-4

# Among those listed so far, 4 have a CF3 group.
entry	mol	Shiga inhibitor	AmpC no deterg	HCMV antiviral	AMA1 RON2 block	FBPA Giardia inh	AmpC detergent	Cycloheximide cs
11	C=C1c2cccc(C(F)(F)F)c2O[C@H](C(=O)OCC)[C@H]1OC	/	0%	-20	4%	/	/	/
12	CCC1=NN(C(=O)CCc2ccc3c(c2)OCO3)C(O)(C(F)(F)F)C1 (stereo unspecified)	5	-22%	-31	13%	2%	2%	-1
45	Cc1cc(C)c2c(c1)SC1=NC(c3ccccc3)(C(F)(F)F)NC(=O)N12 (stereo unspecified)	36	-20%	109	9%	3%	-1%	24*
48	O=C(NC(NNc1ccc([N+](=O)[O-])cc1)(C(F)(F)F)C(F)(F)F)c1ccc(F)cc1	5	-12%	15	-11%	-10%	-12%	0
